Screens from PubChem.
FBPA Giardia inh – blocks Giardia fructose-bisphosphate aldolase activity | A8B2U2 | purified Giardia FBPA | Potency, µM (series often up to 59.6 µM), without a hit: at the highest dose activity, negative = inhibition, most hits filed as inhibitors | 290,000 compounds, 0.71% hits; further: potency means the concentration at half of the fitted maximal effect; nearly all actives have a fitted effect of over 55% in size
Target sequence (A8B2U2 whole entry, looked up): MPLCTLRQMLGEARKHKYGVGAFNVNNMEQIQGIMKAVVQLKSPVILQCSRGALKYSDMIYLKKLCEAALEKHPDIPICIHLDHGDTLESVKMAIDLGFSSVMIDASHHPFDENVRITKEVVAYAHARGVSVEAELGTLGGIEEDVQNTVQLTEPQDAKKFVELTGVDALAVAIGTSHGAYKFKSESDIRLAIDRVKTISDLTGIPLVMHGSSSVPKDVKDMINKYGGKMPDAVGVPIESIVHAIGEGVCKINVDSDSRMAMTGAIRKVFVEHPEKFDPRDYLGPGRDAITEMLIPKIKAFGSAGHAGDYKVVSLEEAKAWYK
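40 nM FBPA preincubated 10 min at RT with compound (up to 57.5 uM final), then substrate plus GAPDH/TPI/NAD/arsenate coupling and diaphorase/resazurin added. Fluorescence read after 20 min at RT, 525/598 nm.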
AMA1 RON2 block – disrupts binding of P. falciparum AMA1 to RON2; AlphaScreen AMA1-biotinylated RON2 peptide binding; Potency, µM (top dose mostly 58.2 µM), without a hit: top-dose activity change, negative = inhibition, actives largely listed as inhibitors; 360,000 compounds, 0.2% hits; AID 720542;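 further: potency means the concentration at half of the fitted maximal effect; 0% = vehicle wells and -100% = peptide control; nearly all actives have a fitted effect of over 45% in size; some results filed as inactive show a strong effect at the top dose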
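AMA1 (3D7) with his tag at 25 nM final met compounds first, then biotinylated RON2 peptide at 25 nM; detection used donor plus acceptor beads, 10 µg/mL apiece, read by AlphaScreen after 30 min at room temperature.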
HCMV inh – human cytomegalovirus inhibition | 410,000 compounds, 4.5% hits | HFF cells, HCMV-luciferase reporter, 72 h; hits give low values | activity change, negative = inhibition, % at 57.5 µM; in the data active means activity change below about -60%; inconclusive means no clear call, values can overlap the other calls; inactive means above about -39%
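After 16 h attachment at 37C, HFF cells received test compound and HCMV-luciferase (1 PFU/cell); reporter luminescence read 72 h later, data normalized against buffer-only and known inhibitor Salinomycin.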
AmpC detergent – inhibitors of E. coli AmpC beta-lactamase with detergent | Potency, µM (titrated, usually from 114 µM), without a hit: top-dose activity change, negative = inhibition, most hits filed as inhibitors | AmpC hydrolysis of nitrocefin, absorbance 480 nm, 0.01% Triton | P00811 | 370,000 compounds, 0.041% hits;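 further: potency means the concentration at half of the fitted maximal effect; 0% = no-compound wells and -100% = no-enzyme wells; nearly all actives have a fitted effect of over 25% in size; some results filed as inactive show a strong effect at the top dose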
Target sequence (P00811 whole entry, looked up): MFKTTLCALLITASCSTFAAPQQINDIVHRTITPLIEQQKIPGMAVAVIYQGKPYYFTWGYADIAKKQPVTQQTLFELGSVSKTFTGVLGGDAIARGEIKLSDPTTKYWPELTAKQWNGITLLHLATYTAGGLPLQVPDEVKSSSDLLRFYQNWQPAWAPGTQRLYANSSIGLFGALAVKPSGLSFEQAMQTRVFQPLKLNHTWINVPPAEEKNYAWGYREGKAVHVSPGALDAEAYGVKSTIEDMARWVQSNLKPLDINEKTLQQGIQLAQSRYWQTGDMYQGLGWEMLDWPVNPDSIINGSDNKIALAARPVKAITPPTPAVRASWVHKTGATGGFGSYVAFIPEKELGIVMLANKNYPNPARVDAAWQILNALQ
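AmpC (5.3 nM in the dispensed reagent) in 20 mM phosphate pH 7.0 with 0.01% (detergent screen) or 0.0001% Triton X-100 was preincubated with compounds for 15 min at room temperature. Nitrocefin was then added from an 800 uM solution, and hydrolysis was followed at 480 nm.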
Sm TGR inh – inhibitors of Schistosoma mansoni thioredoxin glutathione reductase | purified TGR, DTNB reduction, TNB absorbance 405 nm | Potency, µM (titrated, usually from 114 µM), inactives show top-dose activity change, negative = inhibition, most hits filed as inhibitors | 360,000 compounds, 3% hits; further: potency means the concentration at half of the fitted maximal effect; nearly all actives have a fitted effect of over 60% in size
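Kinetic colorimetric format: TGR-catalysed, NADPH-driven DTNB reduction monitored via TNB absorbance. Enzyme dispensed at 20 nM; compound exposure 15 min at room temperature before reaction start.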
AmpC no deterg – AmpC beta-lactamase inhibition without detergent | P00811 | AmpC nitrocefin hydrolysis, absorbance 480 nm, 0.0001% Triton | Potency, µM (top dose mostly 57.1 µM), inactives show at the highest dose activity change, negative = inhibition, hits mostly inhibitors | 330,000 compounds, 0.52% hits;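 further: potency means the concentration at half of the fitted maximal effect; plate controls were no compound for no effect and no enzyme for full effect; nearly all actives have a fitted effect of over 20% in size; some results filed as inactive show a strong effect at the top dose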
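AmpC (5.3 nM in the dispensed reagent) in 20 mM phosphate pH 7.0 with 0.01% (detergent screen) or 0.0001% Triton X-100 was preincubated with compounds for 15 min at room temperature. Nitrocefin was then added from an 800 uM solution, and hydrolysis was followed at 480 nm.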
* = called active by the depositor; ? = inconclusive; . = not tested or not shown; [ ] = dose if it differs, or a comment. Unless noted, the call rests on the fitted dose curve; in most records, active means well fitted curve in the direction sought with a large enough effect; inconclusive means small, poorly fitted or top-dose-only effect, or another doubt; inactive means no such curve, though single readings can be large; an effect the other way counts as inactive or inconclusive. Unless noted, on the % scale 0 is the no-effect control and ±100 the full control effect.

SMILES	FBPA Giardia inh	AMA1 RON2 block	HCMV inh	AmpC detergent	Sm TGR inh	AmpC no deterg
O=C(c1ccc(S(=O)(=O)N2CCOCC2)cc1)N1CCCc2ccccc21	0.9%	12.2%	28.2	-13.2%	4.4%	29.9%
NC(=O)CC(NC(=O)c1ccc(Br)cc1)c1ccc(NCCc2ccc(F)cc2)c([N+](=O)[O-])c1 (centres undefined)	0.1%	-3.5%	-6.4	4.5%	0.6%	-31.2%
O=C(COC(=O)[C@@H]1CCCN1S(=O)(=O)c1ccccc1F)c1ccccc1	-0.2%	0.0%	-8.1	-1.4%	10.7%	-11.6%
CC(NC(=O)c1ccncc1)c1ccc(Cl)cc1Cl (centres undefined)	-1.1%	15.0%	-3.7	0.4%	-5.0%	-29.8%
CSc1nnc(-c2sccc2OCc2ccc(C)cc2)n1C	-0.5%	1.4%	-8.5	6.6%	5.7%	-5.2%
CCN(C(=O)COC(=O)/C=C/c1nc2ccccc2s1)C1CCS(=O)(=O)C1 (centres undefined)	1.8%	-7.4%	74.2	?	-7.0%	-0.3%[11.4 µM]
Cn1c(SCC(=O)Nc2sccc2C(N)=O)nc2ccccc2c1=O	.	-8.7%	-20.4	.	.	-18.1%
CCc1ccc(N(C(=O)c2snc(C(N)=O)c2N)C(C(=O)NCC2CCCO2)c2ccco2)cc1 (centres undefined)	-10.2%	-1.0%	-60.4*	-13.2%	-16.9%	73.4%[activator]
NC(=S)Nc1cccc(O)c1	-26.5%	-8.8%	1.4	2.5%	-2.1%	-3.6%
Cc1cccnc1N(C(=O)Nc1cccc(Cl)c1)C1=NCC(C)(C)S1	0.6%	30.4%[activator]	-62.2*	?	-7.2%	-22.1%
CC1=C(C(=O)Nc2c(C)cc(C)cc2C)C2(CCN(C(C)C)CC2)OC1=O	.	.	9.5	3.6%	25.4%	.
O=C1COc2ccc(C(=O)COC(=O)CNC(=O)c3ccco3)cc2N1	0.8%	20.2%	-18.8	-14.0%	-28.2%	-17.5%[11.4 µM]
S=c1[nH]nc(CSc2nc3ccccc3s2)n1Cc1ccccc1	13.4%	64.9%[activator]	55.6	-11.2%	-5.8%	-53.5%
Cc1cc(C)n(C(=O)c2cc(F)c(F)cc2C)n1	3.9%	-0.1%	30.8	-2.5%	7.0%	34.1%
COc1ccc(S(=O)(=O)CCc2nc3ccccc3s2)cc1	3.2%	20.4%	-0.6	?	9.6%[11.4 µM]	-7.9%
N#CC1(NC(=O)COC(=O)c2ccccc2[N+](=O)[O-])CCCCC1	.	14.7%	-0.3	-1.6%	-1.3%	-7.8%
O=c1[nH]c(=S)n(Cc2ccc(F)cc2)c(O)c1C=NCc1cccnc1	3.1%	15.4%	28.6	2.1%	-16.2%	4.7%
CCc1c(C)[nH]c2c1C(=O)C(CN1CCOCC1)CC2 (centres undefined)	-2.3%	5.0%	5.3	.	.	.
COc1nc(OC)nc(N2CCC(C(=O)NCc3ccc(F)cc3)CC2)n1	10.4%	0.0%	-15.7	-1.8%	-25.4%	-7.7%
Cc1ccc(S(=O)(=O)N2CCOCC2)cc1C(=O)O	6.4%	-7.8%	2.5	-10.7%	0.1%	-18.6%
COc1ccc(C(C)(C)C)cc1NC(=O)COC(=O)C(C)C	-8.9%	8.3%	-12.0	-2.3%	1.3%	27.7%
O=C(c1ccccn1)N(CC1CCCO1)C1(C(=O)NC2CCCCC2)CCCCC1 (centres undefined)	-0.7%	-6.9%	-8.4	2.3%	-2.9%	-2.8%
O=C(O)CNC(=O)C1CCCN1C(=O)CNC(=O)OCc1ccccc1 (centres undefined)	7.7%	1.2%	24.7	-3.8%	-10.8%	-11.7%
Cc1ccc(-n2c(N)c(C(=O)N3CCOCC3)sc2=S)cc1	-18.9%	-6.4%	-3.9	?	3.0%	-4.1%
COc1cc(C(=O)NNC(=O)NC2CCCCC2)cc(OC)c1OC	0.1%	9.2%	-18.5	0.5%	1.2%	0.251µM*
CCS(=O)(=O)N1CCN(c2ccc(Cl)cc2[N+](=O)[O-])CC1	4.0%	-2.6%	?	?	-5.4%	-8.6%
CC(=O)N1CCOc2cc(S(=O)(=O)Nc3cccc(C(F)(F)F)c3)c(Cl)cc21	.	.	-18.6	26.1%	9.6%	84.7%[activator]
COc1cc(C(=O)Nc2cccc(-c3cn4cccnc4n3)c2)cc(OC)c1OC	-2.7%	28.8%	96.7	-3.8%	-11.7%	-19.9%
O=C(C1CCCO1)N1CCC(c2nc3ccccc3[nH]2)CC1 (centres undefined)	-13.5%	-3.5%	39.0	?	0.7%	-18.1%
COc1ccccc1/C=C/C(=O)NCC(=O)N/N=C(\CCC(=O)O)c1ccccc1	10.5%	14.1%	-16.5	-0.8%	0.4%	-9.3%
O=C(CNC(=O)c1cc2ccccc2o1)NCc1cccs1	7.4%	-3.8%	65.9	-9.8%	0.9%	-17.7%
COc1ccc2c(c1)c(=O)c(C(=O)c1ccc(F)cc1)cn2CC(=O)Nc1ccc(F)cc1	1.2%	0.5%	0.6	?	-3.5%	-58.8%
CC1(C)Cc2c(sc3nc[nH]c(=O)c23)CO1	0.3%	-18.3%	9.2	6.0%	0.9%	-11.8%
C=CCNC(=S)NNC(=O)c1ccccc1OCC	-3.6%	99.1%[activator]	?	-13.1%	-8.4%	-6.4%
CCCN1C2=NCCCN2c2ccccc21	0.7%	7.6%	-39.2	-2.7%	6.3%	1.1%
COc1cc2c(cc1OC)CN(CC(=O)Nc1ccc(S(=O)(=O)N3CCCC3)cc1)CC2	.	-1.9%	-22.2	-6.4%	-6.5%	125.4%[activator]

Shown field by field: two of the compounds above.
> CC(=O)N1CCOc2cc(S(=O)(=O)Nc3cccc(C(F)(F)F)c3)c(Cl)cc21
  FBPA Giardia inh = . | AMA1 RON2 block = . | HCMV inh = -18.6 | AmpC detergent = 26.1% | Sm TGR inh = 9.6% | AmpC no deterg = 84.7%[activator]
> COc1cc(C(=O)Nc2cccc(-c3cn4cccnc4n3)c2)cc(OC)c1OC
  FBPA Giardia inh = -2.7% | AMA1 RON2 block = 28.8% | HCMV inh = 96.7 | AmpC detergent = -3.8% | Sm TGR inh = -11.7% | AmpC no deterg = -19.9%

Other results:
SMILES	FBPA Giardia inh	AMA1 RON2 block	HCMV inh	AmpC detergent	Sm TGR inh	AmpC no deterg
CC(=O)N1CCc2cc(S(=O)(=O)CCC(=O)Nc3ccc(C)cc3Br)ccc21	.	.	-38.6	0.2%	-4.0%	.
COc1ccc(S(=O)(=O)N2CCN(S(=O)(=O)c3c(F)cccc3F)CC2)cc1	.	.	.	1.1%	18.9%	-11.9%
CCOC(=O)c1sc(NC(=O)/C=C/c2ccc(F)cc2)nc1C	8.1%	3.9%	-30.1	-0.5%	.	-19.2%
O=C1c2ccccc2S(=O)(=O)N1CC(O)COc1ccc(Cl)cc1 (centres undefined)	-0.7%	0.6%	12.9	?	0.0%	-10.9%
CC(=O)OC(C)(C)/C=C/C(=O)[C@](C)(O)C1[C@H](O)C[C@@]2(C)C3CC=C4C(C=C(O[C@@H]5O[C@H](CO)[C@@H](O)[C@H](O)[C@H]5O)C(=O)C4(C)C)[C@]3(C)C(=O)C[C@]12C (some centres undefined)	.	5.2%	-86.4*	.	.	155.4%[activator]
Cc1ccc(-n2c3c(cc(-c4nc(-c5ccc(Cl)cc5)cs4)c2=O)C(=O)CC(C)(C)C3)cc1	.	.	5.4	21.7%	12.1%	.
O=C(Cc1ccccc1)Nc1ccc(NC(=O)C2CC2)nc1	3.1%	0.0%	10.5	-13.3%	6.7%	-13.8%
CC(=O)/C(=N\Nc1ccccc1)Oc1ccc([N+](=O)[O-])cc1	-2.0%	13.3%	1.5	-4.5%	-4.8%	-21.1%
O=C(O)C1C2C=CC(C2)C1C(=O)NC(c1ccccc1)c1ccccc1 (centres undefined)	10.2%	-2.5%	9.3	-6.3%	-9.8%	-27.9%
CCCCc1c(O)nc(SCCN(C)C)n(-c2ccccc2)c1=O	-0.9%	-12.1%	3.6	-2.8%	2.9%	-3.2%
Cc1ccccc1NC(=O)CCCn1nc(C)c2c(C)n(-c3ccccc3)nc2c1=O	.	-5.2%	-19.8	-13.1%	0.0%	2.0%
O=C(NC1CCCC1)C(c1ccccn1)N(Cc1ccc(F)cc1)C(=O)c1csnn1 (centres undefined)	7.1%	-1.7%	-14.9	-11.0%	2.7%	162.2%[activator]

Four entries from above, bar-delimited.
molecule | FBPA Giardia inh | AMA1 RON2 block | HCMV inh | AmpC detergent | Sm TGR inh | AmpC no deterg
CC(=O)N1CCc2cc(S(=O)(=O)CCC(=O)Nc3ccc(C)cc3Br)ccc21 | . | . | -38.6 | 0.2% | -4.0% | .
O=C(Cc1ccccc1)Nc1ccc(NC(=O)C2CC2)nc1 | 3.1% | 0.0% | 10.5 | -13.3% | 6.7% | -13.8%
CC(=O)OC(C)(C)/C=C/C(=O)[C@](C)(O)C1[C@H](O)C[C@@]2(C)C3CC=C4C(C=C(O[C@@H]5O[C@H](CO)[C@@H](O)[C@H](O)[C@H]5O)C(=O)C4(C)C)[C@]3(C)C(=O)C[C@]12C (some centres undefined) | . | 5.2% | -86.4* | . | . | 155.4%[activator]
O=C(NC1CCCC1)C(c1ccccn1)N(Cc1ccc(F)cc1)C(=O)c1csnn1 (centres undefined) | 7.1% | -1.7% | -14.9 | -11.0% | 2.7% | 162.2%[activator]

(next part)
SMILES	FBPA Giardia inh	AMA1 RON2 block	HCMV inh	AmpC detergent	Sm TGR inh	AmpC no deterg
CC1CCN(S(=O)(=O)c2ccc(NN=C(C#N)C#N)cc2)CC1	5.2%	.	.	-8.5%	?	-45.0%
CCNC(=S)N1CC(C)OC(C)C1 (centres undefined)	-1.0%	2.0%	-4.5	-7.2%	5.3%	-5.9%
Cc1cc(Nc2sc(C(=O)c3ccc(F)cc3)c(N)c2C(=O)Nc2ccc(F)cc2)ccc1Cl	.	.	-107.5*	14.9%	-1.9%	.
O=C(NCc1ccccc1)/C(NC(=O)c1ccccc1)=C(/Sc1ccccn1)c1ccccc1	-2.4%	-15.9%	3.9	-4.7%	0.6%	-7.2%
O=C(CCc1ccccc1)Nc1ccccc1C(F)(F)F	6.4%	3.7%	-26.5	-0.5%	0.5%	-9.8%
CC(C)CCN1C(=O)CCC1(C)C(=O)NC1CCCCCCC1 (centres undefined)	3.2%	-2.0%	-10.3	?	11.2%	62.5%[activator]
COc1ccccc1C(CNC(=O)c1cccc(NS(=O)(=O)c2ccc(Br)cc2)c1)N(C)C (centres undefined)	.	8.1%	8.1	0.0%	-18.1%	43.1%
CC1Cc2cc(/C(O)=C3/C(=O)C(=O)N(CCCn4ccnc4)C3c3ccncc3)ccc2O1 (centres undefined)	-8.6%	-17.9%	14.4	-8.2%	0.0%	-19.6%
O=C(/C=C/c1ccccc1)Nc1nc2n(n1)C(c1ccc(Cl)cc1)C=C(c1ccccc1)N2 (centres undefined)	.	.	-3.0	18.9%	0.2%	.
Cc1ccc2c(c1)C(O)(C1COC(C)(C)CC1=O)C(=O)N2C (centres undefined)	-2.0%	-8.2%	11.7	-11.3%	0.7%	-18.0%
CC(Oc1ccccc1)c1ccnc2nc(N3CCOCC3)nn12 (centres undefined)	-1.6%	?	-6.0	-0.7%	9.6%	31.7%
CC(C)OC(=O)c1c(NC(=O)c2cccs2)sc2c1CCCC2	-0.1%	9.0%	-39.3	-11.0%	1.3%	-19.3%
